HPDE-C7 cytotoxicity: cytotoxicity in HPDE-C7 cells, cell-based, fluorescence, HTS (AID 430) | HPDE-C7 pancreatic duct cells viability, fluorescence; higher % means a stronger effect | cytotoxicity, % at 10 µM; hits with a dose series show EC50 in µM | 63,000 tested, 1.8% active;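 further: cells exposed to compound for 48 hours before viability readout; 0% = vehicle and 100% = reference cytotoxic drug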
Bfl-1 displacement: Bfl-1 inhibitors, primary screen, biochemical, fluorescence polarization, FITC-Bid, mouse (AID 432); 64,000 tested, 0.02% active; FITC-Bid BH3 peptide fluorescence polarization displacement; higher % means a stronger effect; displacement, % at 20 µM; hits with a dose series show IC50 in µM; in the data active means a potency from the dose series; inactive means the rest, 99 in 100 with displacement below about 15%; further: strong numbers were not always called active
KRASV12 cytotoxicity: cytotoxicity in KRAS-transformed pancreatic duct cells, primary screen, cell-based, fluorescence, HTS (AID 431) | 63,000 tested, 1.7% active | HPDE-C7K KRASV12 cells, Alamar Blue viability, 48 h; higher % means a stronger effect | cytotoxicity, % at 10 µM; hits with a dose series show EC50 in µM;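 active means compounds whose percent cytotoxicity in the single-dose primary screen, scaled between solvent and toxic-drug controls, exceeds 50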;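 further: 0% = DMSO solvent wells and 100% = doxorubicin-treated wells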
HT1080 viability: HT1080 cell viability loss – fluorescence readout (AID 620); HT1080 viability, fluorescence; higher % means a stronger effect; cytotoxicity, % at 10 µM, or EC50 in µM where a hit was titrated; 87,000 tested, 0.42% active;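 further: cells exposed to compound overnight then 4 h with Alamar Blue; 0% = vehicle DMSO and 100% = killing control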
MK inhibit: S. pneumoniae mevalonate kinase inhibition; inhibition, % at 10 µM; purified MK, PK/LDH-coupled NADH absorbance 340 nm; 65,000 tested, 0.48% active;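 active means ranked among the strongest by inhibition in the single 10 µM screen, a fixed top-ranked set picked for dose follow-up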; further: no value below 0 was filed
Spn PMK inh: S. pneumoniae PMK inhibition. 65,000 tested, 0.49% active. AID 539. inhibition, % at 10 µM. purified PMK, PK/LDH-coupled NADH absorbance 340 nm;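 active means top-ranked compounds by inhibition in the single 10 µM screen, taking a fixed number of the strongest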;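 further: 0% = full reaction with DMSO carrier and 100% = background rate without enzyme reaction; no value below 0 was filed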
LYP inhibition: LYP phosphatase inhibitors, primary screen, biochemical, DiFMUP fluorescence, recombinant catalytic domain, 10 µM (AID 606). one-dose inhibition, % at 10 µM; IC50 in µM for titrated hits. recombinant LYP catalytic domain, DiFMUP fluorescence; higher % means a stronger effect. 52,000 tested, under 10 active;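 active means IC50 under 40 µM in the dose-response test; inactive means IC50 of 40 µM or more, or never dose-tested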
DPM-DC inhibit: S. pneumoniae DPM-DC inhibition; purified DPM-DC, PK/LDH coupled NADH fluorescence; calls only at 10 µM; 65,000 tested, 0.49% active;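 active means the 320 compounds with the highest percent inhibition in the single-dose primary screen, excluding strongly autofluorescent ones, cut at about 32% in these data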;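 further: kinetic rate of NADH fluorescence loss reporting ADP formed by the decarboxylase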
Alkaline phosphatase: inhibition of tissue-nonspecific alkaline phosphatase – biochemical, luminescent (AID 518) | purified TNAP enzyme, luminescent substrate readout; higher % means a stronger effect | inhibition, % at 20 µM, or IC50 in µM where a hit was titrated | 64,000 tested, 0.09% active; in the data active means a potency from the dose series; inactive means the rest, 99 in 100 with inhibition below about 22%;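 further: plate controls were vehicle for no effect and reference inhibitor for full effect; many of its hits are not listed in these tables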
Spn PMK inh pilot replicates: also measured in Spn PMK inh; calls as there; inhibition, %; measured here: pilot screen replicates
MK inhibit pilot replicates: further read-out of MK inhibit, marked with its call; inhibition, %; measured here: pilot screen replicates
DPM-DC inhibit pilot screen %: second read-out of DPM-DC inhibit, no call of its own (marks repeat the call); inhibition, %; measured here: pilot screen trials
* marks the source's active call; other numbers are inactive results; i = inactive; . = no result given. Unless noted, no stated cut-off is given here; in the data, active means cytotoxicity above about 50%; inactive means the rest.

The opening 3 records (preview)
SMILES | HPDE-C7 cytotoxicity | Bfl-1 displacement | KRASV12 cytotoxicity | HT1080 viability | MK inhibit | Spn PMK inh | LYP inhibition | DPM-DC inhibit | Alkaline phosphatase | others
CC(C)OC(=O)Nc1ccc(Oc2c(F)c(F)c(F)c(F)c2F)cc1 | -14% | 0% | -22% | 0% | 6 | 0 | -31% | i | 7%
Cc1ccc2c(c1)cc(CN(Cc1ccc3c(c1)OCO3)C(=O)c1cnccn1)c1nnnn12 | -12% | 0% | -2% | 0% | 5 | 7 | . | i | 8%
CCOC(=O)CCCCC(=O)c1[nH]c(=O)[nH]c1Cn1ccnc1 | 0% | -1% | 10% | . | 4 | 22 | . | i | 4%

The whole of this part, previewed entries included:
SMILES | HPDE-C7 cytotoxicity | Bfl-1 displacement | KRASV12 cytotoxicity | HT1080 viability | MK inhibit | Spn PMK inh | LYP inhibition | DPM-DC inhibit | Alkaline phosphatase | others
CC(C)OC(=O)Nc1ccc(Oc2c(F)c(F)c(F)c(F)c2F)cc1 | -14% | 0% | -22% | 0% | 6 | 0 | -31% | i | 7%
Cc1ccc2c(c1)cc(CN(Cc1ccc3c(c1)OCO3)C(=O)c1cnccn1)c1nnnn12 | -12% | 0% | -2% | 0% | 5 | 7 | . | i | 8%
CCOC(=O)CCCCC(=O)c1[nH]c(=O)[nH]c1Cn1ccnc1 | 0% | -1% | 10% | . | 4 | 22 | . | i | 4%
O=C(Cn1nc(Cc2cccnc2)c2ccccc2c1=O)NCC1CCCO1 (stereo not given) | -4% | -2% | -1% | 4% | 11 | 20 | 6% | i | 10% | Spn PMK inh pilot replicates=4.5;MK inhibit pilot replicates=0.5;DPM-DC inhibit pilot screen %=2.0
CC1CCN(S(=O)(=O)c2ccc3c(c2)c(=O)c(C(=O)NC2CCCC2)cn3C)CC1 | 77%* | -5% | 0% | 2% | 7 | 8 | 7% | i | 3%
O=c1oc2ccccc2c(O)c1CN1CCCCC1 | 33% | 8% | 38% | 5% | . | 11 | 10% | i | 18% | Spn PMK inh pilot replicates=6.5;DPM-DC inhibit pilot screen %=4.5
CC(C)(C)C1CCC2(CC1)C(C#N)=C(SCC(=O)Nc1ccccc1)NC(=O)C2C#N (stereo not given) | 5µM* | 1% | 4.3µM* | 1% | 0 | 2 | 9% | i | 8%
COc1cc(C(=O)NC2CCN(Cc3nnnn3Cc3cccs3)CC2)cc(OC)c1OC | 9% | -9% | -14% | -1% | 6 | 19 | -8% | i | 0%
O=C1CC(N2CCN(Cc3ccc4c(c3)OCO4)CC2)C(=O)N1Cc1ccc(N2CCCC2=O)cc1 (stereo not given) | -21% | 2% | -24% | 4% | 6 | 0 | 7% | i | 6%
O=C(Nc1cnccn1)c1ccncc1 | -6% | -4% | -1% | 33% | 8 | 1 | -1% | i | 20%
CSc1ccccc1-n1nnnc1SCc1ccccc1 | 10% | -1% | 3% | 4% | 8 | 4 | 2% | i | 14%
CC(=O)CCc1ccc(OCCCCn2cncn2)cc1 | -15% | -2% | -2% | 3% | 20 | 3 | 2% | i | 14% | Spn PMK inh pilot replicates=6.0;MK inhibit pilot replicates=2.0;DPM-DC inhibit pilot screen %=3.5
Cc1[nH]c(=O)[nH]c(=O)c1CSc1nnc([C@@H](NC(=O)OC(C)(C)C)C(C)C)o1 | -6% | -8% | 6% | -3% | 6 | 16 | . | i | 9%
O=c1nc2c(-c3ccccc3F)n[nH]n2c2ccccc12 | 15% | 8% | 14% | 0% | 2 | 0 | -14% | . | 8%
COc1ccccc1C(=O)Nc1c2c(nn1-c1cccc(C)c1C)CS(=O)C2 (stereo not given) | -7% | -7% | 2% | 2% | 13 | 11 | -2% | i | -2%
O=C(CSC1=NCCS1)NC1CCCCC1 | -3% | -1% | 4% | 6% | 7 | 0 | 10% | i | 7%
O=C(CSc1ncnc2c1oc1ccccc12)NC1CCCCC1 | -16% | 6% | -2% | -2% | 9 | 9 | 2% | i | 9%
COc1ccc(-n2nnnc2S(=O)(=O)CC(=O)N2CCCCC2)cc1 | 76%* | 4% | 57%* | 54%* | 22 | 5 | 6% | i | 3%
Cc1cc(S(=O)(=O)N2CCN(Cc3ccccc3)CC2)c(C)s1 | -14% | -6% | 3% | -4% | 0 | 1 | -1% | i | 5%
COc1ccc(C2(C(=O)Nc3ccc(C(=O)O)cc3)CCOCC2)cc1 | -2% | -1% | -7% | -4% | 6 | 5 | 4% | i | 5%
CCOc1ccc(C(=O)c2ccncc2)cc1 | -2% | -7% | -6% | -5% | 9 | 6 | 0% | i | 5%
Cc1csc(/C(C#N)=N/O)n1 | -2% | -4% | 4% | 8% | 0 | 20 | 8% | i | 6%
COc1ccc(C2C(C#N)=C(N)Oc3n[nH]c(-c4ccccn4)c32)c(OC)c1OC (stereo not given) | 8% | -4% | 2% | -1% | 6 | 16 | 3% | i | -1%
COc1ccc(Cn2nnnc2C(C(C)C)N2CCc3ccccc32)cc1 (stereo not given) | -2% | 4% | -4% | -3% | 0 | 5 | . | i | 11%
COc1ccccc1S(=O)Cc1ccc(C(=O)O)o1 (stereo not given) | 3% | -18% | 4% | 10% | 0 | 17 | 1% | i | 15%
Following part.
SMILES | HPDE-C7 cytotoxicity | Bfl-1 displacement | KRASV12 cytotoxicity | HT1080 viability | MK inhibit | Spn PMK inh | LYP inhibition | DPM-DC inhibit | Alkaline phosphatase | others
O=C(C1CCCCC1)N1CCN=C1SCc1cccnc1 | -14% | 0% | 1% | 4% | 8 | 0 | 2% | i | 8%
O=C(NCCN1CCN(C(=O)NC2CCCCC2)CC1)NC1CCCCC1 | -6% | -6% | 6% | 3% | 11 | 12 | -17% | i | 10%
Cc1ccc(C)c(-n2c(SCC(=O)N3CCCC3)nnc2-c2ccccn2)c1 | -12% | 1% | -9% | -19% | 2 | 0 | . | i | 20%
O=C1c2ccccc2CC1Sc1nnc(-c2ccccn2)o1 (stereo not given) | 4% | -6% | 10% | 9% | 8 | 10 | . | i | 13%
Nc1nc(CSc2nnc(-c3cccc(F)c3)n2-c2ccccc2)nc(N2CCOCC2)n1 | -1% | 8% | -1% | -2% | 0 | 15 | -9% | i | 8%
CCOc1ccc(C(=S)N2CCOCC2)cc1 | -13% | 2% | 2% | 0% | 0 | 5 | 4% | i | 7%
O=C(CSc1nnc(CNC(=O)c2cccs2)o1)Nc1ccc2c(c1)OCO2 | -6% | -4% | -5% | . | 2 | 10 | 1% | i | 6%
O=S(=O)(NC1CCc2ccccc21)c1ccc(S(=O)(=O)N2CCCC2)cc1 (stereo not given) | -16% | 2% | -6% | 10% | 4 | 1 | -1% | i | 21%
CCOc1ccc(-c2noc(CCC(=O)O)n2)cc1 | 4% | 1% | 2% | . | 8 | 2 | 8% | i | 1%
O=c1oc(-c2cccs2)nc2c1cnn2-c1ccccc1 | -10% | -7% | -14% | 10% | 4 | 4 | 1% | . | 18%
CC(C)(O)c1nnn(-c2ccccc2)c1C(F)(F)F | 1% | -3% | 12% | -4% | 6 | 17 | -2% | i | 11%
Cc1cc(=O)[nH]c2c1cnn2Cc1ccccc1 | 11% | 3% | 19% | -1% | 5 | 10 | 5% | i | 16% | Spn PMK inh pilot replicates=0.5;MK inhibit pilot replicates=5.0;DPM-DC inhibit pilot screen %=1.5
Cc1nc(NCc2ccco2)c2oc3ccccc3c2n1 | 5% | -1% | 0% | 0% | i | i | -2% | i | 3% | Spn PMK inh pilot replicates=1.5;MK inhibit pilot replicates=0.0;DPM-DC inhibit pilot screen %=3.0
CCOC(=O)CSc1nnc(N)s1 | 5% | 0% | 10% | 6% | 0 | 17 | . | i | 6%
Cc1nnc(SCC(=O)Nc2ccc3c(c2)OCO3)o1 | -7% | 2% | -5% | 13% | 4 | 17 | . | i | 4%
COc1ccccc1NS(=O)(=O)c1ccc(NC(C)=O)cc1 | 0% | 3% | 2% | -1% | 5 | 5 | 11% | i | 10%
C=CCn1c(SCC(=O)NCc2ccc3c(c2)OCO3)nnc1C1COc2ccccc2O1 (stereo not given) | 2% | -3% | 6% | 17% | 0 | 8 | 2% | i | 6%
Cc1cc(NC(=O)c2cc(-c3cccc(Cl)c3)on2)no1 | 0% | 5% | -9% | 0% | 1 | 22 | 1% | i | 5%
Cc1cc2ccccc2n1CCNC(=O)COc1ccccc1 | -2% | 18% | -6% | -7% | 5 | 7 | 0% | i | 10%
CCOC(=O)c1ccc(NC(=O)CSC2=NC(=O)C(CC)C(=O)N2)cc1 (stereo not given) | -16% | -2% | -6% | -10% | 0 | 11 | 13% | i | 12% | Spn PMK inh pilot replicates=4.5;MK inhibit pilot replicates=6.5;DPM-DC inhibit pilot screen %=1.0
COc1ccccc1N(CC(=O)NC1CCCC1)C(=O)c1csnn1 | -3% | -7% | -8% | 6% | 5 | 0 | 12% | i | 8% | Spn PMK inh pilot replicates=0.0;MK inhibit pilot replicates=0.0;DPM-DC inhibit pilot screen %=0.0
Cc1nc2nc(C)c(CCC(=O)Nc3ccc4c(c3)OCO4)c(C)n2n1 | -6% | -2% | 4% | 30% | 5 | 12 | -4% | i | 7%
COc1ccc(CNC2CCCCC2C)c(OC)c1 (stereo not given) | -7% | 7% | 0% | 0% | 9 | 3 | 8% | i | 0%
CCOc1ccc(OCC)c(C2C(C#N)=C(N)N(c3cccnc3)C3=C2C(=O)CC(C)(C)C3)c1 (stereo not given) | 2% | 4% | 4% | 26% | 5 | 0 | 5% | i | 10%
O=C(CSc1nc2c(c(=O)n1-c1ccc(Cl)cc1)SCC2)NCc1ccco1 | -7% | 5% | 2% | 26% | 7 | 4 | 2% | i | 5%
The list continues.
SMILES | HPDE-C7 cytotoxicity | Bfl-1 displacement | KRASV12 cytotoxicity | HT1080 viability | MK inhibit | Spn PMK inh | LYP inhibition | DPM-DC inhibit | Alkaline phosphatase | others
Clc1ccc(-c2nnc(SCc3ccon3)o2)c(Cl)c1 | . | . | . | 1% | 5 | 2 | 10% | i | .
O=C1CSC(c2ccccc2)N1CC12CC3CC(CC(O)(C3)C1)C2 (stereo not given) | -13% | -5% | -12% | -9% | 7 | 10 | . | i | -3%
Cn1c2c(c(=O)n(C)c1=O)C(NC(=O)c1cccs1)(C(F)(F)F)C(=O)N2 (stereo not given) | 12% | -6% | -4% | -16% | 4 | 3 | 3% | i | 7%
COc1cc2cc(CN(Cc3nnnn3Cc3ccco3)C3CCCCC3)c(=O)[nH]c2cc1OC | 2% | -6% | 22% | 3% | 17 | 0 | 18% | i | 13%
Cc1occc1C(=O)NC(C)c1ccc2c(c1)OCO2 (stereo not given) | 0% | -4% | -10% | -2% | 3 | 5 | -9% | i | 2%
CCC1CCCCN1C(=O)CSc1nnc(-c2ccc(Cl)cc2)o1 (stereo not given) | 1% | -5% | -6% | -2% | 8 | 19 | 7% | i | 7%
CCOC(=O)c1cc2sccc2n1Cc1ccc(C#N)cc1 | 6% | 4% | 8% | 14% | 7 | 17 | -2% | i | -1%
CCOC(=O)N1CCN(C(=O)Nc2ccc(Cl)cc2Cl)CC1 | -1% | -3% | 0% | 1% | 8 | 1 | . | i | 4%
CCN1CCN(c2oc(-c3ccc(OC)cc3)nc2C#N)CC1 | 2% | -7% | 1% | 3% | 2 | 0 | 0% | . | 9%

Screening results deposited in PubChem BioAssay by several laboratories.
